TAAR1 antagonist: human TAAR1 antagonists, primary screen, Fluo-8 calcium fluorescence, CHO RD-HGA16 cells; inhibition, % at 3 µM; antagonist; actives 1.5% (n = 360,000);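 active means inhibition above a per-plate cutoff, the mean inhibition of test compounds on that plate plus 3 SD, cut at about 49% in these data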;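 further: 0% = DMSO plus EC80 beta-PEA response and 100% = DMSO alone without agonist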
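Assay system: RD-HGA16 CHO cells with stable hTAAR1 and Gα16 / Reagent: EC80 β-phenethylamine stimulus / Doses: 3 µM, single point / Timing: dye loading 75 min at 37 °C, then 30 min room temperature / Measured by: Fluo-8 intracellular calcium dye fluorescence, real-time kinetic reads / Controls: vehicle wells and EC80 agonist wells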
OXTR potentiator: human OXTR potentiators, primary screen, fluorescence, CHO-OTR cells, Fluo-8 calcium. Oxytocin receptor (Homo sapiens), P30559. Fluo-8 calcium fluorescence, potentiator mode; 0% = oxytocin EC15, 100% = EC100. activation, % at 3 µM. actives 0.061% (n = 320,000). AID 2445, 2010;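 active means activation above that plate's cutoff, the mean activation of tested compounds plus 3 SD, cut at about 6.6% in these data, passing the limit was not always enough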;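 further: 100% uses oxytocin at 75 nM as the full agonist control; some results filed as inactive read as strong as hits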
Target sequence (P30559 whole entry, looked up): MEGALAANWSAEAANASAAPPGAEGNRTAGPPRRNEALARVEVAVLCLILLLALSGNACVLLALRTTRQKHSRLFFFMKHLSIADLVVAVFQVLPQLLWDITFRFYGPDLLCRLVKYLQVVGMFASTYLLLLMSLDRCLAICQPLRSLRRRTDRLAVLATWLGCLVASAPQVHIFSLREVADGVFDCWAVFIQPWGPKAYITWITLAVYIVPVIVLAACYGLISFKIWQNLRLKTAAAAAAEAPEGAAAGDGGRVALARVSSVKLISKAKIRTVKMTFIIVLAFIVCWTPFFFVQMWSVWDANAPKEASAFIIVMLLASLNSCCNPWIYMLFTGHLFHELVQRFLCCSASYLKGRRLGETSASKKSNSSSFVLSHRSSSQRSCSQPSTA
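Replication – single well per compound, singlicate · Assay system – CHO cell line stably expressing human OTR · Timing – 6 min pre-incubation, 100 s read · Measure – normalized max/min fluorescence ratio, % activation · Doses – 3.0 µM, one dose · Detection – Fluo-8 calcium dye fluorescence · Probe or stimulus – oxytocin near EC15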
CHO-K1 Ca antag: M1 antagonist counterscreen hit in parental CHO-K1 cells. ATP-induced calcium, Fluo-8 fluorescence. inhibition, % at 3 µM. actives 0.6% (n = 360,000);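 active means inhibition above a per-plate cutoff, the plate's mean sample inhibition plus 3 SD, cut at about 24% in these data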;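 further: 0% = DMSO plus EC80 ATP and 100% = DMSO alone without ATP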
GPR7 antagonist: GPR7 receptor antagonists, primary screen, cell-based, fluorescence, single concentration; actives 1.1% (n = 290,000); inhibition, % at 4.4 µM; AID 1861, 2009; Neuropeptides B/W receptor type 1 (Homo sapiens), P48145; GPR7-expressing cells, fluorescence antagonist assay; in the data active means inhibition above about 16%, passing the limit was not always enough;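 further: cells stimulated with the agonist NPW; 0% = agonist with vehicle and 100% = vehicle without agonist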
Target sequence (P48145 whole entry, looked up): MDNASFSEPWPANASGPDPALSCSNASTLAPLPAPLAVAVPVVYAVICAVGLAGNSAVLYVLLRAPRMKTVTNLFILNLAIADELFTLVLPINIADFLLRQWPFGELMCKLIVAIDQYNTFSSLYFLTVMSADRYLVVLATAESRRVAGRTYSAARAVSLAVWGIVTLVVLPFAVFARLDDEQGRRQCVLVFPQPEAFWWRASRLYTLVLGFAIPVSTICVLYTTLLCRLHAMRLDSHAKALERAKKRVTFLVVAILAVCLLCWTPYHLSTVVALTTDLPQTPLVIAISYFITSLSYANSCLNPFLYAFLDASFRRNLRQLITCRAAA
CHO-K1 Ca PAM: nonselective calcium activators in parental CHO-K1 cells, primary screen, counter-screen for M1 PAM project, cell-based, Fluo-8 calcium fluorescence, full deck, 1536-well. activation, % at 3 µM. AID 602247, 2012. actives 0.02% (n = 360,000). ATP EC20; 0% at ATP EC20, 100% at ATP max;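 active means activation above the run cutoff, the mean activation of all test compounds plus 3 SD, cut at about 40% in these data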;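 further: peak over basal fluorescence ratio in a 140 s read after ATP addition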
V1aR counter: agonists of human V1a receptor, primary screen, counter-screen for OXTR agonist project, fluorescence, CHO-V1R cells; Fluo-8 calcium fluorescence, agonist mode; 0% DMSO, 100% 3 nM vasopressin; activation, % at 3 µM; Vasopressin V1a receptor (Homo sapiens), P37288; actives 0.25% (n = 320,000); AID 2797, 2010;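 active means activation above the mean activation of all tested compounds plus 3 SD, per screening run, cut at about 20% in these data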;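 further: signal is peak over basal fluorescence ratio across a 100 second FLIPR read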
CHO-K1 Ca ag: counter-screen for M1 agonists: effect in parental CHO-K1 cells | AID 602248, 2012 | Fluo-8 calcium fluorescence; scaled to maximal ATP response, vehicle zero | actives 0.48% (n = 360,000) | activation, % at 3 µM; in the data active means activation above about 15%;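 further: untransfected CHO-K1 host cells lacking M1 receptor as counterscreen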
OXTR agonist: human OXTR agonists, primary screen, fluorescence, CHO-OTR cells, Fluo-8 calcium; Oxytocin receptor (Homo sapiens), P30559; Fluo-8 calcium fluorescence; normalized: DMSO 0%, oxytocin 100%; activation, % at 3 µM; actives 0.32% (n = 320,000); AID 2435, 2010;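 active means activation above the mean of all tested compounds plus 3 SD, cutoff set per screening run, cut at about 20% in these data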;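 further: peak over basal fluorescence ratio from a 100 s FLIPR kinetic read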
CHO parental Ca: ATP-evoked calcium signal inhibitors, parental CHO, primary screen, counter-screen for OX1R antagonist project, cell-based, fluorescence, Fluo-8 calcium dye. parental CHO-K1, ATP-induced calcium, Fluo-8 fluorescence. actives 0.63% (n = 330,000). inhibition, % at 5.6 µM. AID 463079, 2010;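 active means inhibition above that plate's mean sample inhibition plus 3 SD, cut at about 26% in these data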;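 further: 0% = ATP-challenged DMSO wells and 100% = DMSO wells without ATP; some compounds past the cut are filed as inactive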
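Test system: untransfected parental CHO cell line. Compound: one dose, 5.6 µM nominal. Detection: intracellular calcium via Fluo-8 no-wash fluorescent dye. Measure: % inhibition. Benchmarks: ATP-challenged DMSO wells low, unchallenged DMSO wells high.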
Active calls of the source: *; . = no result given; & = joins results of further samples.

SMILES,TAAR1 antagonist,OXTR potentiator,CHO-K1 Ca antag,GPR7 antagonist,CHO-K1 Ca PAM,V1aR counter,CHO-K1 Ca ag,OXTR agonist,CHO parental Ca
CCOC(=O)C1=C(C)Nc2ccccc2N=C1NC(=O)Cc1ccc(OC)cc1,-4,4,1,-4,-2,0.6,0.7,0.9,-20
COc1ccc(C(=O)Nc2cccc(/C(C)=N/NC(=O)c3ccc([N+](=O)[O-])cc3)c2)cc1OC,21,0,-5,-11,18,1.0,0.9,-0.3,-13
O=C(CSC1CC(=O)N(CCc2ccccc2)C1=O)Nc1ccc(Br)cc1 (stereo unspecified),31,-19,-9,9,19,6.6,2.5,6.4,-4
Nc1c(C(=O)Nc2ccccc2)c2nc3ccccc3nc2n1-c1ccc(O)cc1,-6,1,-11,9,13,0.4,0.3,1.9,21
COc1ccccc1Cn1c(C)c(C(=O)NCCC#N)sc1=O,-4,.,-6,.,16,.,0.8,.,.
CCN(CC(=O)Nc1ccc(NC(C)=O)cc1)C(=O)c1cccc2ccccc12,13,-5,-16,.,-1,0.8,1.2,0.7,-16
O=C(Nc1ccc(Cl)cc1)NC1CCS(=O)(=O)C1 (stereo unspecified),1,-10,-6,-2,19,0.9,0.1,-0.8,-5
Fc1ccc(C(c2nnnn2Cc2ccco2)N2CCN(C3CCCCC3)CC2)cc1 (stereo unspecified),-13,-1,-5,19,22,-0.5,0.3,-0.5,-14
O=C(Nc1ccc(OCC(F)(F)C(F)F)c(C(F)(F)F)c1)c1ccc(Cl)cc1,31,-11,5,-8,-1,1.9,3.5,0.6,19
COc1ccc(-c2nc3cc(C)ccn3c2NC2CCCCC2)cc1SC1CCCCC1,17&-11,-8,-5&2,.,5&-14,1.8,0.1&0.2,-0.5,3
COc1ccc(NC(=O)CSCc2ccc(C#N)cc2)c(OC)c1,-3,-4,-30,1,-8,-0.8,0.6,-0.7,-6
COC(=O)c1c(C(=O)OC)c(-c2cccc(Cl)c2)n2c1CS(=O)C2 (stereo unspecified),16,2,-4,-23,19,0.5,4.3,0.9,-1
Cc1ccc(C)c(C(=O)CC2(O)C(=O)Nc3ccccc32)c1 (stereo unspecified),-26,-8,-9,-10,15,2.0,0.8,1.4,-11
Cc1csc(NC(=O)CSc2nc(=O)[nH]c3c2CCCC3)n1,-10,-6,-11,-1,-4,-0.6,-0.2,0.3,7
Cc1nn(CC2CC2)c(=O)n1-c1ccccc1,-1,-9,-4,-4,1,0.9,0.2,-0.1,7
CCc1ccc(NC(=O)c2ccc3c(c2)CCN3S(C)(=O)=O)cc1,12,.,9,.,-11,.,0.7,.,.
CCCCc1nc2sc3c(c2c(=O)n1NC(=O)c1ccco1)CC(C)(C)OC3,-16,-5,2,-5,-15,-0.2,-0.1,0.0,-12
N#CC(=C(O)CN1CCN(c2ccccc2F)CC1)c1nc(-c2ccccc2)cs1,-15,.,12,.,-12,.,-1.2,.,.
COc1cccc(-c2noc(C3CCCN(C(=O)CC(C)(C)C)C3)n2)c1 (stereo unspecified),3,-6,-22,-3,19,1.5,6.5,1.5,-20
Cc1ccc(N(Cc2ccccc2)C(=O)c2cccc(S(=O)(=O)N3CCOCC3)c2)cc1,-30,-9,1,.,10,-0.5,0.6,-1.3,-15
CC(C)NC(=O)COCc1cc(-c2ccc3c(c2)OCO3)on1,-18,-4,-17,8,18,2.7,3.8,1.7,-5
CC(C)(C)C(=O)N1CCC[C@@]1(CO)C(=O)O,5,-2,8,-6,-5,0.1,0.3,-0.3,9
CCOc1ccc(N(C)S(=O)(=O)c2ccc(-c3cc(C)no3)s2)cc1,15,-6,-6,17,0,1.3,3.2,-0.5,-10
Cc1ccccc1-c1nc(CS(=O)(=O)CC(=O)N(C)C2CCCCC2)c(C)o1,-6,-3,-3,5,3,4.5,2.4,1.6,-10
COc1cc2c(cc1OC)C(CC(=O)O)N(C(=O)CC1CCCC1)CC2 (stereo unspecified),-8,3,-11,-1,8,-0.8,2.6,0.4,-3
O=C(Nc1cccc(NC(=O)c2cccs2)c1)c1ccco1,-5,-14,-2,-3,10,0.0,1.7,-0.3,-20
Cc1cccc(CN(C)C[C@@H]2OCc3cnnn3CCCC(=O)N([C@@H](C)CO)C[C@H]2C)c1,10,.,-1,.,6,.,0.2,.,.
O=C(O)CCn1c(=S)oc2ccccc21,-14,0,-3,-4,13,-0.6,0.4,0.0,-3
CCN1CCN(CCc2nc3cc(NC(=O)COc4ccc(Cl)cc4)ccc3n2C)CC1,-45,-2,-15,-10,16,-1.5,2.0,0.5,-14
CCn1ncc(CNC(=O)c2cccc([N+](=O)[O-])c2)c1C,.,-3,.,-2,.,1.3,.,-0.8,4
Cc1cccc(C)c1NC(=O)CCc1nnc2ccc(N3CCCC3)nn12,-11,-1,-10,-12,18,0.7,1.0,-0.6,12
N#C/C(=C\c1cn(-c2ccccc2)nc1-c1cccnc1)c1nnc2n1CCCCC2,2,-5,3,2,2,-1.1,0.4,-1.8,-20
COc1cccc(-c2cnc3c(NC(C)=O)cc(-c4ccc(C(=O)N5CCOCC5)cc4)cn23)c1,-14,.,6,.,2,.,0.2,.,.
O=C(COc1ccc2ccc(=O)oc2c1)N1CCN(C(=O)C2COc3ccccc3O2)CC1 (stereo unspecified),-2,-2,-9,6,0,6.3,5.1,3.0,0
Cn1c(CNC(=O)c2cccs2)n[nH]c1=S,4,-10,-6,-4,3,0.2,0.0,-0.6,-1
O=C1CCCc2c1sc1nc3n(c(=O)c21)CCCCC3,14,-2,-11,-4,25,0.5,1.0,0.4,-9
O=C(O)c1ccccc1C(=O)NNc1ccc(F)cc1,-19,-11,-11,-11,13,0.4,0.6,0.6,3
Cn1cccc1Cc1nnc(SCC(=O)Nc2ccc(F)cc2)n1-c1ccc(F)cc1,-18,-5,-7,1,26,1.1,0.3,-0.6,-13
CCCC(=O)N1CCCC1(C)C(=O)Nc1ccc(C)c(C)c1 (stereo unspecified),9,.,-10,.,15,.,0.9,.,.
Cc1ccccc1C(C(=O)NC1CCCCC1)N(C(=O)CNC(=O)c1ccco1)c1cccnc1 (stereo unspecified),11,-1,3,-1,0,-0.7,2.5,-1.8,-11
Cc1cc(OCC(O)CN2C(C)CCCC2C)ccc1C(C)C (stereo unspecified),3,-8,0,-2,15,2.2,1.0,4.7,-21
CCCCCc1nnc(NC(=O)Cc2cccs2)s1,6,-8,-15,-3,7,-1.6,-0.1,-2.5,-23
CN(C)CCn1c(NC(=O)c2ccc(Cl)cc2)nc2ccccc21,10,8,-14,-4,0,0.2,0.2,0.0,-26
CCCCn1c(SCC(=O)Nc2cc(NC(=O)c3ccco3)ccc2C)nc2ccccc2c1=O,-5,0,16,1,-8,1.3,0.2,-0.1,-11
CNC(=S)NNC(=O)c1ccc(=O)n(Cc2ccc(Cl)cc2Cl)c1,-18,-2,-6,-17,7,0.9,0.6,-1.4,-20
Cc1c(S(=O)(=O)Nc2ccc3c(c2)OCCO3)c(=O)n(C)c(=O)n1C,4,-2,0,-5,19,-0.5,0.7,0.1,0
Cc1ccccc1C(=O)NC(=S)NCc1ccccc1,9,-6,6,-15,13,-1.5,0.2,-2.0,-6
COc1ccc2nc(NC(=O)C3CCCN(S(=O)(=O)c4c(C)noc4C)C3)sc2c1 (stereo unspecified),-2,-2,-11,-7,31,1.0,1.1,2.0,-12
CC(=O)Nc1ccc(S(=O)(=O)NCC(=O)OCC(=O)NCc2ccco2)cc1,100*,-2,28*,.,-30,0.3,-0.5,0.3,-5
CCCCCc1c(C)nc(N2CCc3ccccc3C2)[nH]c1=O,14,.,-29,-13,16,.,0.3,.,.
COc1cc(=O)n(C)c2c(OCC3OC(C)(C)OC3(C)C)cccc12 (stereo unspecified),-1,-1,12,-11,-2,-0.1,2.5,0.4,-12
CC(C)CN1C(=O)NC2(CCCc3ccccc32)C1=O (stereo unspecified),-2,-3,-2,-15,3,-0.9,0.1,-1.2,-4
COc1ccc(S(=O)(=O)NCCNC(=O)N2CCOCC2)cc1,-5,-5,-8,-10,11,0.6,0.1,-0.6,6
O=C(NCC(=O)N1CC(O)CC1C(=O)N1CCCC1C(=O)OCc1ccccc1)OCc1ccccc1 (stereo unspecified),-5,-3,-12,2,19,-0.5,0.5,-1.1,3
Cn1c(=O)c(NC(=O)c2ccccc2)c2n(c1=S)CCCCC2,4,-6,-9,-9,18,-0.3,0.8,-1.4,-12
CCCNC(=O)C(Cc1ccc(Cl)cc1)NC(=O)c1ccc(C#N)cc1 (stereo unspecified),2,-6,-4,.,9,0.4,-0.1,2.0,-7
Cc1sc(-c2ccccn2)nc1OC(=O)c1ccc(Cl)c(Cl)c1,-14,6,5,5,-2,0.0,0.6,0.3,-2
